Source: PubChem BioAssay (The Scripps Research Institute Molecular Screening Center)
LEDGF integ inh – blocks HIV-1 LEDGF/p75-dependent DNA integration; TR-FRET IN-LEDGF/p75 DNA integration, Eu/Cy5; inhibition, % at 3.7 µM; actives 0.64% (n = 370,000); AID 743269;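 active = inhibition above the screen-wide mean plus 3 SD, cut at about 13% in these data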;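 note: signal is the Cy5 over europium emission ratio at 671 and 618 nm; 0% = plate median of compound wells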
Tn7 DDE FP – inhibitors of Tn7 peptide binding to human fibrin DD(E); FP displacement of FITC-Tn7 peptide from fibrin DD(E); 0% = median of compound wells per plate; inhibition, % at 8.3 µM; actives 0.13% (n = 370,000); AID 720508;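 active = inhibition above the mean of compounds falling within the control limits plus 3 SD of them, cut at about 14% in these data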;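 note: 0% = plate median of compound wells and 100% = 10 µM Aha-Tn7 peptide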
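Also added: labelled Tn7 tracer, 0.1 µM; Assay system: human fibrin DD(E) protein; Amount: 2 µM fibrin DD(E); Schedule: 10 min compound pre-incubation, 3 h probe incubation at room temperature; Repeats: one replicate per compound; Read-out basis: percent inhibition; Measured by: fluorescence polarization of the labelled Tn7 tracer.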
PLC-gamma1 inh – inhibitors of human phospholipase C gamma1; P19174; purified PLC-gamma1, fluorogenic substrate, fluorescence; inhibition, % at 12.2 µM; actives 0.84% (n = 370,000); AID 720700; in the data active = inhibition above about 9.5%
Tn6 DDE FP – DD(E)-Tn6 binding inhibition, primary FP screen. Fibrin DD(E) TRITC-Tn6 fluorescence polarization displacement. P02675. actives 0.21% (n = 370,000). inhibition, % at 8.3 µM;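 active = inhibition above a per-campaign cutoff: mean of compounds within control limits plus 3 SD, cut at about 15% in these data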;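 note: 0% = median of all compound wells on the plate and 100% = blocking peptide control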
ARFGAP1 inh – inhibitors of rat ARFGAP1; inhibition, % at 16.5 µM; AID 651572; Q62848; Arfgap1-stimulated ARF1 GTP hydrolysis, GDP FP detection; actives 0.26% (n = 360,000);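 active = inhibition above a per-plate limit, mean inhibition of low control wells plus 3 SD, cut at about 25% in these data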;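 note: 0% = DMSO wells with enzyme and 100% = wells lacking Arfgap1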
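Repeats: one replicate per compound; assay system: rat Arfgap1 catalytic domain, aa 1-136; times: enzyme reaction 120 min at 25 °C after 20 min preincubation; detection: FP of antibody-bound GDP Alexa 633 tracer, ex 620/em 688 nm; benchmarks: high control wells lacking Arfgap1, low control full reaction with DMSO; reagent: human ARF1(Δ1-17)-GTP substrate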
TDP2 inh – blocks human TDP2 phosphodiesterase activity | O95551 | recombinant TDP2, T5PNP hydrolysis, p-nitrophenol absorbance 415 nm | inhibition, % at 12.8 µM | actives 0.34% (n = 370,000);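 active = inhibition above the mean of all tested compounds plus 3 SD, set per campaign, cut at about 25% in these data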;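 note: 0% = DMSO with enzyme and 100% = buffer with substrate but no TDP2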
Target sequence (O95551 whole entry, looked up): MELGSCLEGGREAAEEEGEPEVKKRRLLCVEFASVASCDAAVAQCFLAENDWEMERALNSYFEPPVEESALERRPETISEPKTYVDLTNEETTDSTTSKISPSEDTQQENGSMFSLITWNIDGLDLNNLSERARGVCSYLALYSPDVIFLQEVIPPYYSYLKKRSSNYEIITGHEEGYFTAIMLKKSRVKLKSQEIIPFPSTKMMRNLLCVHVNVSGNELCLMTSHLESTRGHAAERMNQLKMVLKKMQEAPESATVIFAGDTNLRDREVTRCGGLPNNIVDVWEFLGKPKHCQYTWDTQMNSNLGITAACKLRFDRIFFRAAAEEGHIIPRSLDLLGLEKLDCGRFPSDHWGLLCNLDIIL
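System – recombinant human TDP2 · Amount – 120 nM TDP2 per well · Buffer or medium – Mg2+-containing Tris-HCl buffer, pH 7.5 · Reagent – T5PNP substrate, 5 mM · Dosing – 12.8 µM single point, 1% DMSO · Incubation – 2 h at 37 °C · Measured by – epi absorbance · Read-out basis – percent inhibition · Benchmarks – high control without enzyme, low control DMSO plus TDP2 · Repeats – singlicate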
ASAP1 inh – inhibitors of human ASAP1 ArfGAP activity | inhibition, % at 16.5 µM | actives 0.19% (n = 360,000) | Q9ULH1 | ASAP1-stimulated ARF1 GTP hydrolysis, GDP FP detection | AID 624377; in the data active = inhibition above about 25%;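 note: 0% = vehicle with enzyme and substrate and 100% = no enzyme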
KLK7 zymogen act – activates the human kallikrein-7 zymogen. actives 0.9% (n = 370,000). AID 652039. P49862. purified proKLK7, EDANS-DABCYL substrate fluorescence; 100% is mature enzyme control, 0% vehicle. activation, % at 7 µM;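 active = activation above the mean of all tested compounds plus 3 SD, computed per campaign excluding outliers beyond control limits, cut at about 13% in these data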
ADAM17 inh – inhibitors of human ADAM17; P78536; recombinant ADAM17, EDANS/DABCYL FRET peptide cleavage; inhibition, % at 6.95 µM; actives 0.83% (n = 370,000); AID 720648;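 active = inhibition above the mean of compounds lying between control limits plus 3 SD, set per campaign, cut at about 8.5% in these data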;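 note: 0% = DMSO-only wells as the low control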
ADAM10 inh – inhibitors of human ADAM10; AID 720582; recombinant ADAM10, EDANS/DABCYL FRET peptide cleavage, 3 h; O14672; actives 0.62% (n = 370,000); inhibition, % at 7 µM;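 active = inhibition above a per-campaign cutoff equal to the mean of compounds falling between control-based bounds plus 3 SD, cut at about 20% in these data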;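 note: 0% = DMSO wells while the 100% control is not disclosed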
Target sequence (O14672 214-748 limits assumed): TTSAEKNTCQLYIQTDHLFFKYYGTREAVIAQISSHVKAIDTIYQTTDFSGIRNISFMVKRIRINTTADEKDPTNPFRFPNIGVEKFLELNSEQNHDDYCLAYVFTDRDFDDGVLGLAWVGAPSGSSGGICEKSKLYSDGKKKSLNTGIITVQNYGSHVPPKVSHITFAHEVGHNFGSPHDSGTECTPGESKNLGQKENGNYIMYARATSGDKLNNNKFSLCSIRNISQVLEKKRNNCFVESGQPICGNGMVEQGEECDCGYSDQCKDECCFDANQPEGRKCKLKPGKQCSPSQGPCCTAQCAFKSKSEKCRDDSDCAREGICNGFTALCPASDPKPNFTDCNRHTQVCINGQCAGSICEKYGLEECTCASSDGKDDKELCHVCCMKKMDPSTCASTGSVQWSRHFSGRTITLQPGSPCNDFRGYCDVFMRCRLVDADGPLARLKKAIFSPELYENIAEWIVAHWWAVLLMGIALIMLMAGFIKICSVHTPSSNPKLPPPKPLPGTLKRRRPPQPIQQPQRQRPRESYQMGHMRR
The depositor's hits bear a star.

LEDGF integ inh	Tn7 DDE FP	PLC-gamma1 inh	Tn6 DDE FP	ARFGAP1 inh	TDP2 inh	ASAP1 inh	KLK7 zymogen act	ADAM17 inh	ADAM10 inh	compound
-5	1	-3	3	-11	-4	-11	-1.6	-2	-7	CCc1nc(Sc2nnnn2-c2ccccc2)c2c3c(sc2n1)CCCC3
-4	9	4	8	-3	9	-15	-0.9	-2	5	COc1ccc(OC)c(NC(=O)CSc2nnc(C)n2Cc2ccccc2)c1
2	2	0	-5	3	14	2	0.1	1	5	O=c1[nH]c2ccc(NS(=O)(=O)c3ccc4ccccc4c3)cc2[nH]1
-2	10	-3	1	-6	9	8	1.1	0	11	COc1ccc(OC)c(N(CC(=O)Nc2ccc3c(c2)OCO3)S(=O)(=O)c2ccccc2)c1
1	1	4	1	1	-2	-4	-0.1	-2	-6	O=C(NCc1ccc(F)cc1)c1ccc(Cl)c(NC2=NC3CS(=O)(=O)CC3S2)c1 (centres undefined)
3	-8	-1	2	6	4	10	0.5	-2	-4	CCOC1=C2CN(S(=O)(=O)c3ccc(C)cc3)[C@@H](c3cccs3)C[C@H]2[C@H]2C(=O)N(c3ccccc3)C(=O)[C@H]2C1
2	5	3	-10	1	2	-4	0.0	-1	-11	Nc1nonc1C(=O)N/N=C/c1ccc(-c2cccc([N+](=O)[O-])c2)o1
1	1	-1	-1	-9	-10	-3	-0.5	-1	-5	COc1ccc(C2C(C(=O)NCCN3CCOCC3)c3ccccc3C(=O)N2C)cc1OC (centres undefined)
0	6	0	9	-1	4	-6	-0.8	-1	-2	COc1ccc(CN(CCC#N)C(=S)NC(=O)c2ccccc2)cc1
4	-7	8	-1	-13	-9	1	-0.2	6	9	O=C1/C(=C\c2ccc([N+](=O)[O-])cc2)CCc2ccccc21

LEDGF integ inh	Tn7 DDE FP	PLC-gamma1 inh	Tn6 DDE FP	ARFGAP1 inh	TDP2 inh	ASAP1 inh	KLK7 zymogen act	ADAM17 inh	ADAM10 inh	compound
-3	1	-1	-4	4	4	5	0.4	-5	4	CCC(=O)Nc1ccc(NC(=O)CSc2nc3cc4c(cc3cc2C)CCC4)cc1
-3	8	-1	3	-3	-7	1	-1.0	-2	9	COCCn1c(=O)[nH]c2cc(C(=O)N3CCN(c4ccccc4OC)CC3)ccc2c1=O
-6	0	1	4	-9	-9	-7	-0.8	1	-7	COc1ccc(CC2(C)OC(c3ccccc3)=NN2C(C)=O)cc1 (centres undefined)
-5	9	-4	1	0	-6	1	0.2	-5	-12	COc1ccc(CNC(=O)C2CSC(c3ccc(OC)cc3)N2C(C)=O)cc1 (centres undefined)
1	1	-1	-3	1	0	-8	-0.6	-2	-11	CCCCNC(=S)NNC(=O)c1cccnc1
-1	-5	-6	-2	10	3	16	-0.1	-7	-8	COCCCNC(=O)c1c(N)n(/N=C/c2ccccn2)c2nc3ccccc3nc12
-4	7	0	0	-8	13	-1	0.4	-4	-12	COc1ccc(S(=O)(=O)N2CCN(C(=O)c3c(C)nn(-c4ccccc4)c3C)CC2)cc1
7	4	2	5	1	0	4	0.9	0	3	Cc1ccsc1C(C(=O)NC(C)(C)C)N(C(=O)c1csnn1)c1ccccc1 (centres undefined)
0	7	-3	2	-2	2	-1	-0.1	-7	-4	CCOC(=O)c1c(NC(=O)C2C3CCC(O3)C2C(=O)O)sc(C)c1-c1ccc(F)cc1 (centres undefined)
0	3	4	-6	4	-11	1	0.2	1	8	COC(=O)c1sccc1NC(=S)N1CCN(c2ccccc2F)CC1

LEDGF integ inh	Tn7 DDE FP	PLC-gamma1 inh	Tn6 DDE FP	ARFGAP1 inh	TDP2 inh	ASAP1 inh	KLK7 zymogen act	ADAM17 inh	ADAM10 inh	compound
-1	9	2	6	4	12	2	-0.3	-3	7	CCC(C)c1ccc(NC(=O)C2CC2)cc1 (centres undefined)
0	7	3	7	19	4	2	-0.1	-2	-13	CCOC1=C2CN(S(=O)(=O)c3ccc(C)cc3)C(c3cccc(Cl)c3)CC2N(S(=O)(=O)c2ccc(Cl)cc2)C(c2ccccc2)C1 (centres undefined)
2	7	-2	0	-14	-3	0	-0.9	0	12	CCn1c(C(=O)N2CCc3ccccc3C2)cc2oc3ccccc3c21
6	5	0	2	-4	5	4	-0.4	1	2	O=C(CCC1CCCC1)N=C1SC2CS(=O)(=O)CC2N1c1ccccc1F (centres undefined)
-4	0	5	3	4	-3	1	0.2	-5	-15	O=C(c1ccco1)N1CCN(C(=O)c2ccc(CS(=O)c3ccc(Br)cc3)o2)CC1 (centres undefined)
0	4	-3	11	1	9	-6	0.5	5	3	N/C(=N\OC(=O)Cc1ccc(-c2ccccc2)cc1)c1ccncc1
-1	5	2	-3	5	-3	-9	0.2	2	-5	CC1(Cc2ccc(F)cc2)C(=O)Nc2c(Cl)cccc21 (centres undefined)
-4	-8	-2	0	-11	11	-10	-0.7	-3	-7	Cc1c(OCC(=O)NCCN2CCOCC2)ccc2c(-c3ccccc3)cc(=O)oc12
-2	1	0	9	16	-5	0	-0.1	2	-1	CC(C)C(C)(C#N)NC(=O)CSc1nc(C2CCCCC2)n(-c2ccccc2)n1 (centres undefined)
-1	-5	2	-1	-6	-13	-5	0.0	1	-6	Cc1ccc(C(=O)N/C(=C/c2cccnc2)C(=O)O)cc1

LEDGF integ inh	Tn7 DDE FP	PLC-gamma1 inh	Tn6 DDE FP	ARFGAP1 inh	TDP2 inh	ASAP1 inh	KLK7 zymogen act	ADAM17 inh	ADAM10 inh	compound
0	-4	3	7	3	-4	-3	-0.4	-5	-14	O=C1CC(c2ccccc2Cl)C2=C(COC2=O)N1 (centres undefined)
-1	1	1	4	0	-4	11	-0.1	-3	-7	COc1ccc(Cl)cc1NC(=O)C1CC(=O)N(c2ccc(F)cc2)C1 (centres undefined)
0	2	-6	-8	0	-6	14	0.0	2	5	O=C(c1cc(-c2ccccc2O)on1)N1CCc2ccccc2C1
-4	3	-2	14	-10	-12	-14	0.3	3	4	C/C(=N\Nc1cc(C)nc(NCc2ccccc2)n1)c1ccc([N+](=O)[O-])cc1
0	-4	-265	-8	-1	5	0	0.3	-4	-11	Cc1cc2oc3ccc(NCCC4CCCN4C)cc3c(=O)c2cc1C (centres undefined)
-1	2	0	2	-2	-4	-8	-0.4	-3	2	Cc1oc(-c2ccc(F)cc2)nc1CN1CCCC(C(=O)N2CCOCC2)C1 (centres undefined)
0	-8	0	3	4	1	2	0.3	-1	0	COCCn1nnnc1C(c1ccc(OC)cc1)N1CCN(C(=O)c2ccco2)CC1 (centres undefined)
-1	6	0	-4	2	-4	-5	0.3	-1	-5	COC(=O)CNC(c1ccccc1)c1cc(Br)ccc1NS(=O)(=O)c1ccc(C)cc1 (centres undefined)
10	1	-1	4	-1	0	2	0.0	0	-1	CCc1nc2ccc(C(=O)N(C)CCCN(C)C)cn2c1N(C)C(=O)C1CCCCC1
0	-3	3	-1	-14	13	-3	-0.4	-2	4	C/C(=N\NC(=O)c1nnn(-c2nonc2N)c1CSc1ccc(Cl)cc1)c1ccco1

LEDGF integ inh	Tn7 DDE FP	PLC-gamma1 inh	Tn6 DDE FP	ARFGAP1 inh	TDP2 inh	ASAP1 inh	KLK7 zymogen act	ADAM17 inh	ADAM10 inh	compound
2	-4	-93	0	5	-1	-4	-5.4	1	-2	COc1ccc(C(CC(=O)N2CCCCC2)c2c(OC)cc(OC)c3c(-c4ccccc4)cc(=O)oc23)cc1 (centres undefined)
-1	-8	-2	2	-8	-4	-14	0.5	-5	-14	O=C(NCCCN1CCCC1)c1cc2c(Cl)nc3ccccc3c2s1
1	8	2	-7	-1	6	-12	-0.3	-1	0	COc1cc2c(cc1OC)C(C(=O)Nc1cc(OC)c(OC)c(OC)c1)C(c1cccnc1)N(C)C2=O (centres undefined)
-3	-10	6	1	1	-13	-10	-0.5	1	3	Cc1ccc(S(=O)(=O)NC2CCCCC2)c(C)c1NS(C)(=O)=O
1	-1	3	0	6	-12	-10	0.2	-1	-11	O=C(NC1(C(F)(F)F)NC(=O)N(Cc2ccco2)C1=O)c1cccnc1 (centres undefined)
1	-7	-84	-2	-2	-6	-9	2.2	-28	-83	COC(=O)C1=C(C)NC(C)=C(C(=O)OC)C1C(=O)OCc1nnc(-c2ccccc2Cl)o1
7	-3	2	5	11	-1	12	1.3	0	2	CN(C)S(=O)(=O)Nc1cc(Cl)cc(Cl)c1
-3	2	0	-1	3	1	-8	-0.5	-1	-3	COc1ccc(OCCNS(=O)(=O)c2cccc([N+](=O)[O-])c2)cc1
1	-6	0	5	0	-5	8	-0.8	-1	2	Fc1ccc(OCc2nc(-c3ccncc3)n[nH]2)cc1
